# Nrf2 ARE act = activators of Nrf2 (ARE) signaling. AREc32 ARE-luciferase reporter (MCF7-derived line), luminescence, 24 h. actives 0.31% (n = 410,000). Potency, µM (top dose mostly 46.1 µM), for the others: top-dose activation, usual class: activators; further: potency means the concentration at half of the fitted maximal effect; % of control where 0% means no effect; nearly all actives have a fitted effect of over 65% in size
#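 ARE-driven firefly luciferase activity in AREc32 cells measured after a 24 hr compound exposure at 37 deg C, using Steady-Glo reagent and a 30 min room-temperature hold.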
# A549 viability = A549 cytotoxicity, counter-screen for Nrf2 inhibitors; A549 ARE-Fluc cells, CellTiter-Fluor viability, 18-24 h; Potency, µM (highest dose often 46 µM), for the others: at the top dose activity change, negative = cytotoxicity, usual class: inhibitors; actives 0.16% (n = 390,000); AID 504648; further: potency means the concentration at half of the fitted maximal effect; on the % scale 0 is the no-effect control and ±100 the full control effect
#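 Cytotoxicity counterscreen: CellTiter-Fluor fluorescence was measured in A549 ARE_Fluc cells after 18-24 h of compound exposure in a concentration series. The subsequent BugLite luminescent read reports ARE-luciferase activity.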
# ATXN2 expr inh = reduces ATXN2 reporter expression in HEK-293 cells. AID 1745845. HEK-293 ATXN2-luciferase reporter, luminescence, 24 h. actives 0.72% (n = 360,000). Potency, µM (highest dose often 57 µM), for inactives: at the top dose activity change, negative = inhibition, usual class: inhibitors; further: potency means the concentration at half of the fitted maximal effect; on the % scale 0 is the no-effect control and ±100 the full control effect; nearly all actives have a fitted effect of over 55% in size
#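 ATXN2-luciferase reporter cells (luciferase flanked by upstream and downstream ATXN2 gene portions) were treated 24 h at 37 °C with compounds at up to 57 uM. SteadyGlo luminescence gave expression; GF-AFC fluorescence gave viability.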
# S2 tox = cell viability loss in ATXN counter-screen | S2 cells (HEK-293 line with an ATXN2-luciferase reporter) viability, CellTiter-Fluor protease fluorescence, 24 h | Potency, µM (top dose mostly 56.7 µM), usual class: cytotoxic | actives 0.49% (n = 400,000); further: potency means the concentration at half of the fitted maximal effect; nearly all actives have a fitted effect of over 40% in size
# IL2 activator = activates IL-2 in a cell-based reporter assay; IL-2 activation reporter assay, cell-based qHTS; stimulated with anti-CD3/CD4/CD28 beads; in transgenic mouse T cells; activation, % (series mostly up to about 46 µM); actives 0.065% (n = 360,000); in the data active means activation above about 50%; inconclusive means mostly about 30% to 49%; further: 0% is about no effect
#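 Unstimulated transgenic mouse T cells preincubated 60 min with compound, then stimulated with anti-CD3/anti-CD4-coated beads plus anti-CD28 for 18 h at 37 degrees C. IL-2 response read as EGFP and DsRed fluorescence by plate cytometry.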
# EPAC2 agonist = agonists of human EPAC2 (RAPGEF4); Q8WZA2; actives 0.079% (n = 360,000); Potency, µM (top dose mostly 154 µM), without a hit: at the top dose activation, usual class: activators; EPAC2 activation, biochemical qHTS; response scale: 100% = 6.5 mM cAMP response; further: potency means the concentration at half of the fitted maximal effect; nearly all actives have a fitted effect of over 50% in size
# Target sequence (Q8WZA2 whole entry, looked up): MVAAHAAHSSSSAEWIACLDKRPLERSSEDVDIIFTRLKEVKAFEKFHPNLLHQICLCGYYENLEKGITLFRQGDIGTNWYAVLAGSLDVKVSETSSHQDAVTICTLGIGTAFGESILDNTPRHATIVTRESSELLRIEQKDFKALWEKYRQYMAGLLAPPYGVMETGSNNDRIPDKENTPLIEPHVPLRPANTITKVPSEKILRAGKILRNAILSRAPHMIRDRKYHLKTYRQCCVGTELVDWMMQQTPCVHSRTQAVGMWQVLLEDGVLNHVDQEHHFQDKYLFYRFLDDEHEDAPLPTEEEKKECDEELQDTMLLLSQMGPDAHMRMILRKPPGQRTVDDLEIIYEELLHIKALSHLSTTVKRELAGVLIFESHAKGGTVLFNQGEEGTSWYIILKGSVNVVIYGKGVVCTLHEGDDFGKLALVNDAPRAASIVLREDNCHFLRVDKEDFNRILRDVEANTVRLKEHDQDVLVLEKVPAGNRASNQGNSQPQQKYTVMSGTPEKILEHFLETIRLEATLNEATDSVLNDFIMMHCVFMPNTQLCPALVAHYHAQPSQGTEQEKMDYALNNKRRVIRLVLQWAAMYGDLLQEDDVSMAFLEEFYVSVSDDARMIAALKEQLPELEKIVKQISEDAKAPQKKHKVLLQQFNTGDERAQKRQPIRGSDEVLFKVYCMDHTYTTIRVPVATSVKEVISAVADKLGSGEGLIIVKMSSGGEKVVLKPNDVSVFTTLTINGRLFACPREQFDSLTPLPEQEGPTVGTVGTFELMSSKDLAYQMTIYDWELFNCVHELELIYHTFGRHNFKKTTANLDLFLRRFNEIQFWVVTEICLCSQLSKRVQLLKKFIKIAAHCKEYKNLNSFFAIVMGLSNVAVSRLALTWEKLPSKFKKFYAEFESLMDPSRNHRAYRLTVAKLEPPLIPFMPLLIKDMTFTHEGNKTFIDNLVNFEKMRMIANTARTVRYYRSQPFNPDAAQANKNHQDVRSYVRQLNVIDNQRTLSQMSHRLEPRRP
#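 Readout is BODIPY fluorescence (480 nm excitation, 540 nm emission), which falls as labeled GDP is exchanged off Rap1B. EPAC2 at 100 nM acted on 250 nM RAP1B-BODIPY-GDP with 50 uM GDP present.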
# HepG2 viability = HepG2 cytotoxicity, counter-screen for TGF-b inhibitors; actives 0.76% (n = 410,000); HepG2 CAGA-GFP viability, ATP luminescence, 18 h; Potency, µM (doses to about 46.1 µM), without a hit: at the top dose activity change, negative = cytotoxicity, actives largely listed as cytotoxic; further: potency means the concentration at half of the fitted maximal effect; some results filed as inactive show a strong effect at the top dose
#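 HepG2 CAGA-GFP cells (1000/well, DMEM with 1% FBS) received compound, then TGF-beta at 500 pg/mL final, and were incubated 18 hours at 37 degrees C. Viability was read by CellTiter-Glo luminescence. Media-only wells were set as complete cell-killing and DMSO as no toxicity.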
# TGFb SMAD3 inh = inhibitors of TGF-b signaling; HepG2 CAGA-GFP TGF-b/SMAD3 reporter, GFP fluorescence, 18 h; TGF-beta stimulated, 500 pg/mL final; Potency, µM (titrated, usually from 46.1 µM), inactives show at the top dose activity, negative = inhibition, most hits filed as inhibitors; AID 588855; actives 1.2% (n = 410,000); further: potency means the concentration at half of the fitted maximal effect; on the % scale 0 is the no-effect control and ±100 the full control effect; nearly all actives have a fitted effect of over 65% in size
#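 First, reporter cells (HEPG2 CAGA-GFP) rested 2 h at 37 degrees C. Next, compounds were pinned in and TGF-beta added to 500 pg/mL final. After 18 h, GFP was imaged per cell and summed per well.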
# Nrf2 block = Nrf2 pathway inhibition. A549 ARE-Fluc reporter, luciferase luminescence, 18-24 h. Potency, µM (top dose mostly 46 µM), for the others: at the highest dose activity change, negative = inhibition, hits mostly inhibitors. actives 2.1% (n = 360,000). AID 504444; further: potency means the concentration at half of the fitted maximal effect; on the % scale 0 is the no-effect control and ±100 the full control effect; nearly all actives have a fitted effect of over 60% in size
#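 Quantitative HTS in A549 cells stably bearing an antioxidant response element-firefly luciferase construct. Inhibition of Nrf2-driven transcription was scored by luminescence after 18-24 h of compound exposure at 37 °C.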
# * marks the source's active call; other numbers are inactive results; i = inactive; ? = inconclusive; / = not tested or not shown; [ ] = another dose, or the depositor's remark. Unless noted, the call rests on the fitted dose curve; in most records, active means well fitted curve in the direction sought with a large enough effect; inconclusive means small, poorly fitted or top-dose-only effect, or another doubt; inactive means no such curve, though single readings can be large; an effect the other way counts as inactive or inconclusive.
SMILES,Nrf2 ARE act,A549 viability,ATXN2 expr inh,S2 tox,IL2 activator,EPAC2 agonist,HepG2 viability,TGFb SMAD3 inh,Nrf2 block
CC(C)Cc1nnc(NC(=O)CCC(=O)Nc2ccc3cn[nH]c3c2)s1,2.0%,9%,/,i,0.3,3%,2%,2%,6%
O=C(NCc1ccccc1CN1CCCCC1)c1ccccc1N1CCCC1=O,-1.4%,3%,1%,i,-0.1,1%,5%,11%,4%
Cc1sc(NC(=O)c2ccco2)c(C(c2ccccc2)N2CCC(C)CC2)c1C (configuration not stated),0.4%,-3%,-13%,i,-3.9,-4%,-14%,?,4%
CCCCCCn1nc(C(=O)OCC(=O)c2c(N)n(C)c(=O)n(C)c2=O)c2ccccc2c1=O,-0.8%,-4%,-25%,?,-2.0,-3%,-20%,?,23µM*
Cc1nc(-n2nnc3ccccc32)c2c3c(sc2n1)CCCC3,-0.7%,-6%,-25%,i,-1.0,8%,-11%,-5%,/
Cc1ccc(C(NC(=O)C2CCN(CCCOc3ccccc3)CC2)c2ccccn2)cc1 (configuration not stated),3.3%,/,-6%,?,1.2,6%,-22%,-3%,/
CC1CN(C(=O)CCC(=O)NCCCN2CCC(Cc3ccccc3)CC2)c2cc(Cl)ccc2O1 (configuration not stated),-0.3%,-15%,?,i,-4.8,6%,-11%,8%,5%
CCCCSC1(SCCCC)N=C(N)C2(C#N)C(c3ccccc3)NC(C)=C(C)C12C#N (configuration not stated),4.3%,-1%,6%,i,-3.4,-9%,8%,7%,/
CSCCNC(=O)C1(C)CCN1C(=O)c1ccc(C(C)(C)C)cc1 (configuration not stated),-0.5%,/,-12%,i,-0.8,6%,-7%,-6%,/
O=C(NCSC1=NCCS1)c1ccccc1,-0.1%,-7%,12%,i,-0.7,6%,-1%,22%,-18%
O=C(N/N=C\c1cc2c(cc1Cl)OCO2)c1cccnc1,0.4%,3%,9%,i,-2.1,7%,0%,17%,3%
CCOC(=O)CNC(=O)C12CC3CC(C1)CC(c1ccc(C)cc1)(C3)C2,-1.5%,-1%,-11%,/,-2.4,8%,1%,15%,0%
CCCC1=Nc2cc(C(=O)NCCCN3CCOCC3)ccc2Sc2ccccc21,3.9%,5%,-37%,i,-4.3,-2%,-21%,-29%,5%
O=C(CSc1nnc(-c2ccccc2F)n1C1CC1)Nc1cccnc1Cl,0.5%,8%,-2%,i,1.0,6%,-10%,-11%,?
COc1ccc(C(=O)N/C(=C\c2cn(S(=O)(=O)N(C)C)c3ccccc23)C(=O)NCCN2CCOCC2)cc1OC,-0.2%,0%,4%,i,-0.4,-4%,6%,-13%,-5%
Cc1ccc(S(=O)(=O)NNC(=O)CCCCC(=O)NNS(=O)(=O)c2ccc(C)cc2)cc1,0.0%,10%,1%,i,-1.1,4%,2%,10%,-2%
O=C(CNC(=O)c1ccc2c(c1)OCO2)N/N=C/c1cccc([N+](=O)[O-])c1,10%,-4%,/,i,1.5,1%,2%,-10%,-15%
COC(=O)C1CCN(C(=O)c2ccc3oc(Cc4ccc(Cl)cc4)nc3c2)CC1,-1.3%,8%,-10%,i,-5.8,12%,-4%,-23%,1%
O=C(NNC(=S)NC(=O)c1ccco1)c1ccc(NC(=O)c2ccccc2)cc1,0.2%,-10%,?,i,-1.1,3%,-29%,11%,?
O=C(Cc1ccccc1)N/N=C/c1cccnc1,-0.6%,-4%,4%,i,-2.1,9%,8%,0%,0%
C=CCn1c(=NC(=O)C2CCCCC2)sc2cc(NC(C)=O)ccc21,0.5%,6%,-2%,i,-1.7,0%,-7%,0%,-20%
CC(C)CCNC(=O)C1(c2cccs2)CCOCC1,0.0%,-2%,1%,i,-0.9,-6%,7%,-1%,12%
CC1(OC(=O)CCc2ccccc2)C(=O)C=C2C=C(c3ccc(C#N)cc3)N(CCc3ccccn3)C=C2C1=O (configuration not stated),1.2%,-5%,-6%,i,0.4,5%,-11%,-5%,-1%
CCOc1ccc(OCCNCc2ccc(OC(C)C(=O)N(C)C)c(OCC)c2)cc1 (configuration not stated),0.2%,-8%,2%,?,-1.6,5%,10%,0%,11%
Cc1ccccc1NC(=O)c1ccc(NS(=O)(=O)c2cc(C(C)(C)C)cc(C)c2C)cc1,0.2%,-19%,-20%,i,-5.5,0%,10%,?,?
COc1cc(/C=C(\C#N)C(=O)NCC2CCCO2)ccc1OC(C)C (configuration not stated),1.8%,-7%,5%,i,-2.5,-4%,-13%,16%,10%
Cc1cc(N2CCOCC2)ccc1/C=C1\NC(=O)N(CC(=O)Nc2ccc(F)cc2)C1=O,0.1%,?,36%[activator],i,-1.7,5%,-12%,2%,3%
CN(C)CCNc1cccc2sc3ccc(O)cc3c(=O)c12,-1.6%,/,18µM*,i,-0.5,9%,-58%,4.5µM*,/
CCNC(=O)N1C(=O)C2(OCCO2)c2cc(Br)ccc21,0.4%,-3%,-8%,i,-3.4,2%,-1%,-10%,21%
N=c1ccn(Cc2ccc(Cl)c(Cl)c2)cc1,0.2%,?,?,i,3.2,8%,6%,-23%,/
Cc1cccc(N2CCN(S(=O)(=O)c3c(C(=O)N4CCCCC4)c(C)n(C)c3C)CC2)c1C,0.0%,-3%,-1%,i,1.4,2%,-3%,-1%,4%
N#CCSc1nnc(-c2ccc(F)cc2)n1N,-0.3%,-3%,16%[11.3 µM],i,-2.0,-3%,7%,6%,2%
O=C(/C=C/c1ccccc1)Nc1ccc(Cl)cn1,3.9%,-7%,35%[activator],i,-1.2,2%,-8%,-21%,?
O=C1C=C(c2ccccc2)C(c2ccccc2)C1 (configuration not stated),0.5%,?,-1%,i,0.1,5%,-12%,5%,-21%
CCOC(=O)C(NC(C)=O)C(=O)Nc1c(C)cccc1C (configuration not stated),0.0%,0%,-8%[11.3 µM],i,-4.0,2%,-2%,-5%,18%
CCCCOc1ccc(Cc2c(Cl)nc(SC)nc2N2CCOCC2)cc1,-0.6%,2%,5%,i,0.0,6%,-24%,-25%,-19%

# The closing six entries of the part above open the next one:
SMILES,Nrf2 ARE act,A549 viability,ATXN2 expr inh,S2 tox,IL2 activator,EPAC2 agonist,HepG2 viability,TGFb SMAD3 inh,Nrf2 block
Cc1cccc(N2CCN(S(=O)(=O)c3c(C(=O)N4CCCCC4)c(C)n(C)c3C)CC2)c1C,0.0%,-3%,-1%,i,1.4,2%,-3%,-1%,4%
N#CCSc1nnc(-c2ccc(F)cc2)n1N,-0.3%,-3%,16%[11.3 µM],i,-2.0,-3%,7%,6%,2%
O=C(/C=C/c1ccccc1)Nc1ccc(Cl)cn1,3.9%,-7%,35%[activator],i,-1.2,2%,-8%,-21%,?
O=C1C=C(c2ccccc2)C(c2ccccc2)C1 (configuration not stated),0.5%,?,-1%,i,0.1,5%,-12%,5%,-21%
CCOC(=O)C(NC(C)=O)C(=O)Nc1c(C)cccc1C (configuration not stated),0.0%,0%,-8%[11.3 µM],i,-4.0,2%,-2%,-5%,18%
CCCCOc1ccc(Cc2c(Cl)nc(SC)nc2N2CCOCC2)cc1,-0.6%,2%,5%,i,0.0,6%,-24%,-25%,-19%
O=C1C2CCCN2C(=O)N1CCCN1CCN(c2cccc(Cl)c2)CC1 (configuration not stated),0.1%,-3%,-13%,?,-3.7,-1%,-23%,-10%,2%
COc1cc(/C=C2/C(=O)CNC2=O)ccc1O,-0.2%,-3%,7%,i,-1.7,-7%,9%,2%,1%
O=C(COCC(=O)N1CCOCC1)N1CCOCC1,0.4%,1%,29%,i,-0.3,7%,-12%,1%,11%
COc1ccc(C(=O)NN)cc1,-0.1%,-5%,11%,i,3.1,3%,10%,-1%,1%
COC(=O)C1CCN(C(=O)c2ccc(SC)cc2OC)CC1,0.3%,/,6%,i,3.4,4%,2%,-14%,7%
Cc1cccc(Oc2nc3ccccn3c(=O)c2/C=C(\C#N)C(=O)NC2CCS(=O)(=O)C2)c1 (configuration not stated),2.2%[9.22 µM],6%,2%,i,0.8,-10%,18%,15%,16%
CC(C)C(=O)C1=Cc2cc([N+](=O)[O-])ccc2OC1N1CCOCC1 (configuration not stated),?,-11%,/,i,-0.9,1%,-22%,2%,-2%
Cc1onc(-c2ccccc2)c1C(=O)N/N=C/c1ccco1,-0.1%,2%,1%,i,0.3,14%,-68%,-11%,23%
Cc1cc(Nc2ccccc2)nn1C(=O)c1ccccc1,4.6%,-4%,2%,i,-1.0,20%,-1%,-3%,1%
Cc1csc(SCC(=O)NC2CCC(C)CC2)n1 (configuration not stated),2.6%,3%,1%,i,0.5,1%,-7%,17%,17%
COc1ccccc1CCC(=O)OC(C)C(=O)Nc1c(C)n(C)n(-c2ccccc2)c1=O (configuration not stated),0.0%,-3%,-5%,i,-3.5,1%,-2%,-10%,-1%
CCn1c(=O)cc(N2CCN(C(=O)c3ccco3)CC2)[nH]c1=O,-0.6%,2%,0%,i,-2.8,5%,-3%,-9%,10%

# From PubChem BioAssay
